Source: PubChem
TexasRed fluor: Texas Red fluorescence interference in TRb-SRC2 counter-screen | TRb/SRC2 Texas Red total fluorescence interference | Potency, µM (top dose mostly 106 µM), for the others: at the top dose fluorescence change, negative = quenching | 0.29% of 280,000 active; active means well fitted curve in either direction with a large enough effect; inconclusive means small, poorly fitted or top-dose-only effect
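Human TRβ ligand-binding domain (0.6 uM) and Texas Red SRC2 peptide (20 nM) in Tris buffer with 1 uM T3 and 5% DMSO were incubated with pinned compound for 5 hr at ambient temperature. Total fluorescence was computed as S + 2P (555/632 nm).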
TRb-SRC2 inh: inhibitors of human thyroid hormone receptor beta-SRC2 interaction; Potency, µM (highest dose often 106 µM), without a hit: at the highest dose activity change, negative = inhibition, usual class: inhibitors; TRbeta-SRC2 peptide binding, fluorescence polarization; receptor liganded with 1 µM T3; 0.065% of 280,000 active; P10828;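 further: plate controls were bound peptide for no effect and peptide without receptor for full effect; nearly all actives have a fitted effect of over 50% in size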
Target sequence (P10828 whole entry, looked up): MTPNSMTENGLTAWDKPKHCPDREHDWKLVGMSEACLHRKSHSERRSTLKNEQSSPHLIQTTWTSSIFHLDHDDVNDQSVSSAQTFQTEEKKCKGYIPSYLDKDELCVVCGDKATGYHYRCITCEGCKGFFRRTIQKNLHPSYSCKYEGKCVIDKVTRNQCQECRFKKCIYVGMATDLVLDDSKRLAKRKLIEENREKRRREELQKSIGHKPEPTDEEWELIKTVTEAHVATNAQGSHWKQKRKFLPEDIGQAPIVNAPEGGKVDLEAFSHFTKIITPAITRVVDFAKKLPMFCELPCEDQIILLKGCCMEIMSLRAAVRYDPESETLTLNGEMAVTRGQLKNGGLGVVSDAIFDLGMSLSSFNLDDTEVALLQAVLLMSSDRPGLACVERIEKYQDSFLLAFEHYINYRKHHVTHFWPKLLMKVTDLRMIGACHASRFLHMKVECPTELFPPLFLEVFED
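Human TRb LBD (0.6 uM) plus Texas Red-labeled SRC2 peptide (20 nM), 1uM T3, 5% DMSO, 5 hr at ambient temperature. Decreased polarization (555/632 nm) flags inhibition; data normalized to free and bound peptide controls.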
GAA glycogen mod: alters human alpha-glucosidase cleavage of glycogen; P10253; Potency, µM (top dose mostly 76.4 µM), without a hit: top-dose activity change, negative = inhibition, actives largely listed as inhibitors; 0.38% of 300,000 active; recombinant GAA, glycogen substrate, Amplex Red glucose oxidase fluorescence;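 further: 0% = full enzyme reaction and -100% = no-enzyme basal signal; the screen sought inhibitors and activators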
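Recombinant human enzyme (4 nM); glycogen substrate; 37 C, 40 min, pH 5.0. Readout: coupled glucose oxidase/Amplex Red fluorescence.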
Starred values were filed as active, the others as inactive; ? = inconclusive; & = joins results of further samples; [ ] = another dose, or the depositor's remark. Unless noted, the call rests on the fitted dose curve; in most records, active means well fitted curve in the direction sought with a large enough effect; inconclusive means small, poorly fitted or top-dose-only effect, or another doubt; inactive means no such curve, though single readings can be large; an effect the other way counts as inactive or inconclusive. Unless noted, on the % scale 0 is the no-effect control and ±100 the full control effect; potency means the concentration at half of the fitted maximal effect. This is a subset. The share of hits here may be higher or lower than overall.

SMILES | TexasRed fluor | TRb-SRC2 inh | GAA glycogen mod
COc1cccc(-n2c(=O)c3sc4ccccc4c3n(CC(=O)Nc3cccc(Cl)c3)c2=O)c1 | -1% | 0% | -6%[76.3 µM]
COc1ccc(CCNC(=O)c2nn(-c3ccc(C)cc3)c(=O)c3c2c2ccccc2n3C)cc1OC | -2% | 3% | -3%[76.3 µM]
Cc1nc2nc(SCC(=O)NCCc3ccccc3)nn2c(C)c1Cc1c(F)cccc1Cl | 0% | -4% | 0%[76.3 µM]
CCCOc1ccc(CNC(=O)c2cc3oc4ccccc4c3n2C)cc1 | 6% | 4% | -4%[76.3 µM]
CCOc1ccc(NC(=O)Cn2cnc3sc(C)c(S(=O)(=O)N4CCN(c5ccccc5OC)CC4)c3c2=O)cc1 | 0% | 11% | -10%[76.3 µM]
COc1cc2c(cc1NC(=O)COc1ccc(Br)cc1)oc1ccccc12 | -1% | 0% | 3%[76.3 µM]
CCCCOc1ccc(C(=O)N(Cc2nc(-c3ccc(Cl)cc3)no2)C(C)C)cc1 | -12% | 7% | 3%[76.3 µM]
Cc1nn(Cc2noc(C(=O)NC(C)c3ccccc3)n2)c(C)c1Br (centres undefined) | -11% | 2% | -12%[76.3 µM]
COc1ccc(CCNC(=O)c2cc3c(-c4ccccc4F)nn(C)c3s2)c(OC)c1 | -2% | 1% | 11%[76.3 µM]
CCCn1cc(S(=O)(=O)c2ccc(C)c(C)c2)c(=O)c2cc(F)c(N3CCCCC3)cc21 | 282µM*[quencher] | -21% | -6%[76.3 µM]
COc1ccc(C(=O)Nc2cc(C(C)C)c(O)c(S(=O)(=O)c3ccc(Cl)cc3)c2C)cc1 | -4% | 0% | -6%[76.3 µM]
O=c1c2sc3ccccc3c2n(Cc2ccc(Cl)cc2)c(=O)n1Cc1ccco1 | -17% | -2% | 4%[76.3 µM]
Cc1cccc(N2CCN(C(=O)CCn3c(=O)c4cccn4c4cccnc43)CC2)c1C | 0% | 4% | 18%[76.3 µM]
CCOc1ccc(NC(=O)c2sc3nc4c(c(-c5ccccc5)c3c2N)C(=O)CC(C)(C)C4)cc1 | -2% | 4% | 16%[76.3 µM]
COc1ccc(OC)c(S(=O)(=O)N2Cc3ccccc3CC2C(=O)Nc2ccc(C(C)=O)cc2)c1 (centres undefined) | -11% | 0% | 3%[76.3 µM]
Cc1ccc(NC(=O)C(=O)NCC(c2cccnc2)N2CCN(Cc3ccccc3)CC2)cc1F (centres undefined) | -10% | -7% | 0%[76.3 µM]
COCCNC(=O)c1ccc2c(c1)N(Cc1cc(C)ccc1C)C(=O)c1ccccc1S2(=O)=O | -22% | -1% | 14%[76.3 µM]
COc1cccc(NC(=O)/C(C#N)=C\c2cn(Cc3ccc(Cl)cc3)c3ccccc23)c1 | 1% | -9% | 10%[76.3 µM]
COc1ccc(-c2noc(CCC(=O)Nc3ccc(C(F)(F)F)cc3)n2)cc1 | -1% | -5% | 5%[76.3 µM]
COc1ccc(-c2oc3ncn4nc(COc5ccc(Cl)cc5)nc4c3c2-c2ccc(OC)cc2)cc1 | 0% | -4% | -11%[76.3 µM]
Cc1ccc(Cl)cc1N1CCN(C(=O)Cn2c(-c3cccs3)cc3cc(F)ccc32)CC1 | -8% | -1% | -5%[76.3 µM]
COc1ccc(CCN2C(=O)c3[nH]nc(-c4ccccc4O)c3C2c2ccc(O)c(OC)c2)cc1 (centres undefined) | 2% | -6% | 19%[76.3 µM]
O=C(NCCc1ccccc1)c1ccc(Nc2nc3ccccc3n3nnnc23)cc1 | -1% | -7% | 3%[76.3 µM]
COc1ccc(NC(=O)c2nc(-c3ccc(C)cc3)n3c2CCCCC3)c(OC)c1 | -1% | 8% | -1%[76.3 µM]
CCOC(=O)c1c(C)c(C(=O)NCc2ccc(Cl)cc2)c(C)n1C | ? | -6% | -5%[76.3 µM]

Part of the list above in order of SMILES length, smallest number first:
SMILES | TexasRed fluor | TRb-SRC2 inh | GAA glycogen mod
CCOC(=O)c1c(C)c(C(=O)NCc2ccc(Cl)cc2)c(C)n1C | ? | -6% | -5%[76.3 µM]
COCCNC(=O)c1ccc2c(c1)N(Cc1cc(C)ccc1C)C(=O)c1ccccc1S2(=O)=O | -22% | -1% | 14%[76.3 µM]
COc1ccc(OC)c(S(=O)(=O)N2Cc3ccccc3CC2C(=O)Nc2ccc(C(C)=O)cc2)c1 (centres undefined) | -11% | 0% | 3%[76.3 µM]
CCOc1ccc(NC(=O)c2sc3nc4c(c(-c5ccccc5)c3c2N)C(=O)CC(C)(C)C4)cc1 | -2% | 4% | 16%[76.3 µM]

Next section:
SMILES | TexasRed fluor | TRb-SRC2 inh | GAA glycogen mod
CCCc1cc(=O)[nH]c(SCC(=O)N2CCN(c3ccccc3OC)CC2)n1 | 8% | 0% | -3%[76.3 µM]
CCCN1CCN(CCCNC(=O)c2ccc3c(c2)sc2nc(-c4ccc(C)cc4)cn23)CC1 | 1% | -2% | 10%[76.3 µM]
CCOCCCNC(=O)C1CCN(c2cc(C)nc3c(-c4ccc(Cl)cc4)c(C)nn23)CC1 | -1% | -3% | 3%[76.3 µM]
COc1ccccc1CNC(=O)C(NS(=O)(=O)c1cccs1)C(C)C (centres undefined) | 0% | -6% | 11%[76.3 µM]
COc1ccc(Cn2c(=O)c3oc4ccccc4c3n(Cc3ccc(F)cc3)c2=O)cc1 | -1% | 5% | 19%[76.3 µM]
COc1ccc(C2=Nc3ccccc3NC(c3cccs3)=N2)cc1 | -1% | -7% | 11%[76.3 µM]
COc1ccc(-n2nc(C(=O)Nc3cc(C)ccn3)c3c4ccccc4n(C)c3c2=O)cc1Cl | -1% | 1% | -6%[76.3 µM]
Cc1ccc(-c2nnc(Nc3ccc(Cl)c(Cl)c3)c3ccccc23)cc1S(=O)(=O)N(C)C | -9% | 1% | 10%[76.3 µM]
COc1ccc2c(C)c(CC(=O)NCCc3ccccc3)c(=O)oc2c1OC | -26% | 4% | 11%[76.3 µM]
CCc1cccc(C)c1NC(=O)Nc1csc2c1CCCC2 | -2% | 2% | 3%[76.3 µM]
COc1ccc(CCNC(=O)CCc2c(C)nc3cc(-c4ccccc4OC)nn3c2C)c(OC)c1 | 2% | 0% | -9%[76.3 µM]
COc1cccc(-c2nc(S(=O)(=O)c3ccc(C)cc3)c(N3CCCCCC3)o2)c1 | 1% | -5% | 7%[76.3 µM]
Cc1ccc(Cl)cc1NC(=O)Cn1nnc2sc3c(c2c1=O)CCC(C(C)(C)C)C3 (centres undefined) | 0% | -10% | 6%[76.3 µM]
O=C(Cn1nc(Cc2ccncc2)c2ccccc2c1=O)Nc1cccc(C(F)(F)F)c1 | 0% | -4% | 8%[76.3 µM]
CCN(CC)CCNC(=O)c1ccc(Cn2c(SCc3ccccc3)nc3cccnc32)cc1 | 5% | -3% | -1%[76.3 µM]
CCC(=O)N1CCc2cc(Br)cc(S(=O)(=O)N3CCC(C(=O)Nc4ccccc4CC)CC3)c21 | 7% | 4% | 6%[76.3 µM]
COc1ccc(OC)c2sc(N(CCCN(C)C)C(=O)c3ccco3)nc12 | 6% | 8% | -12%[76.3 µM]
COc1cc2c(cc1OC)n(CC(=O)Nc1ccc(C)cc1C)c(=O)n1nc(-c3ccccc3)nc21 | 7% | -3% | -2%[76.3 µM]
COc1cc(NC(=O)CN(C)S(=O)(=O)c2ccc3[nH]c4c(c3c2)CCCC4)cc(OC)c1OC | -6% | 6% | -8%[76.3 µM]
COC(=O)C1=C(C)NC(=O)C1(NC(=O)c1ccccc1C)C(F)(F)F (centres undefined) | 3% | -2% | -7%[76.3 µM]
COc1ccc(C2c3cc(OC)c(OC)cc3CC(=O)N2c2ccc(C)c(F)c2)cc1 (centres undefined) | -3% | 0% | -9%[76.3 µM]
Cc1ccccc1CSc1cn(CCNC(=O)c2cccs2)c2ccccc12 | ? | 5% | ?
Cc1cc(NC(=O)CCS(=O)(=O)c2cc(Br)cc3c2N(C(=O)C2CC2)CC3)ccc1Br | 0% | 5% | -10%[76.3 µM]
CCOc1ccc(-n2c(=O)c3c4c(sc3n(CC(=O)NC(C)CC)c2=O)CCC4)cc1 (centres undefined) | 8% | 8% | -1%[76.3 µM]
CC(C)(C)c1ccc(Cn2c(Cc3ccccc3)nc3ccccc32)cc1 | -4% | 5% | 7%[76.3 µM]

Next entries:
SMILES | TexasRed fluor | TRb-SRC2 inh | GAA glycogen mod
O=C(CSc1ncc(S(=O)(=O)c2ccc(Br)cc2)c(=O)[nH]1)NCc1ccc(Cl)cc1 | 11% | 7% | -8%[76.3 µM]
CCN(c1ccccc1)S(=O)(=O)c1ccc(NC(=O)c2cc(=O)c3cc(C)c(C)cc3o2)cc1 | 1% | 7% | 1%[76.3 µM]
O=C(NCCc1ccccc1)c1ccc2c(c1)CCN2S(=O)(=O)c1ccc(Br)cc1 | 0% | -8% | 11%[76.3 µM]
Cc1cccc(C(=O)Nc2nnc(S(=O)(=O)N3CCCc4ccccc43)s2)c1 | ? | -4% | -10%[76.3 µM]
Cc1cc2c(n1-c1ccc(C(=O)NCc3cccc(Br)c3)cc1)CCC(C)C2 (centres undefined) | -28% | -4% | 21%[76.3 µM]
Cc1ccc(C)c(N(C)C(=O)c2cc3c(s2)-c2ccccc2OC3)c1 | -78%[53 µM] | -14%[53 µM] | -12%[76.3 µM]
CCOc1ccc(CCNC(=O)c2cc3c(-c4ccccc4F)nn(C)c3s2)cc1 | -1% | 0% | 7%[76.3 µM]
COc1cc(C(=O)Nc2nc3nc(-c4ccccc4)cc(=O)n3[nH]2)cc(OC)c1OC | -3% | 14% | -12%[76.3 µM]
COc1ccc(NC(=O)CCc2nnc3n(Cc4ccc(C)cc4)c(=O)c4ccccc4n23)cc1 | ? | -2% | -5%[76.3 µM]
CCn1c(=O)c2sccc2n2c(CCCC(=O)N3CCN(c4cc(C)ccc4C)CC3)nnc12 | -1% | 5% | -12%[76.3 µM]
Cc1ccc(Nc2ncnc3c2nc2n3CCCC2)cc1F | ? | 1% | 12%[76.3 µM]
COCCN1Cc2cccc(C(=O)Nc3ccc(C(=O)OC)cc3)c2C1=O | -2% | 9% | 21%[76.3 µM]
Cc1ccccc1N(C)S(=O)(=O)c1nnc(NC(=O)c2ccco2)s1 | 6% | -4% | -7%&-1%[76.3 µM]
CCc1ccccc1NC(=O)c1ccc2c(c1)CCCN2S(C)(=O)=O | -3% | -4% | 8%[76.3 µM]
CCOc1ccccc1CNC(=O)c1ccc2c(c1)sc1nc(-c3ccccc3)cn12 | -3% | -8% | 17%[76.3 µM]
CCn1c(=O)cc(OCC(=O)NCc2ccccc2Cl)c2ccccc21 | 0% | -3% | 15%[76.3 µM]
CCn1c(=O)c2cc(C(=O)NC3CCCCCC3)sc2c2ccccc21 | -16% | 2% | 16%[76.3 µM]
COc1ccc(-c2cc(-c3ccccc3)nc3c2COc2ccccc2-3)cc1 | -5% | 2% | -1%[76.3 µM]
CCOc1ccccc1NC(=O)COC(=O)CC(C)(C)CC1=NS(=O)(=O)c2ccccc2N1 | 1% | -1% | -12%[76.3 µM]
COc1ccc(S(=O)(=O)N(Cc2nc(-c3cccc(C)c3)no2)C2CCCCC2)cc1 | 2% | 0% | 9%[76.3 µM]
CCc1nn(-c2ccccc2)c2nc(-c3ccccc3OC)c3cc(OC)c(OC)cc3c12 | 0.14µM*[quencher] | -14% | -11%[76.3 µM]
Cc1cc(C)c(S(=O)(=O)N2CCN(Cc3ccc4c(c3)OCO4)CC2)cc1C | -5% | 7% | 3%[76.3 µM]
CCOC(=O)c1c(C)oc2c(Cl)cc(NS(=O)(=O)c3ccc(Cl)c(C)c3)cc12 | -3% | 15% | -9%[76.3 µM]
O=C(NCc1ccco1)c1ccc2c(c1)N(Cc1ccc(F)cc1)C(=O)c1ccccc1S2=O (centres undefined) | -7% | 2% | 5%[76.3 µM]

Rewritten with each value named: entries from further up
SMILES: COc1ccc(C(=O)Nc2cc(C(C)C)c(O)c(S(=O)(=O)c3ccc(Cl)cc3)c2C)cc1
- TexasRed fluor: -4%
- TRb-SRC2 inh: 0%
- GAA glycogen mod: -6%[76.3 µM]

SMILES: CCOC(=O)c1c(C)oc2c(Cl)cc(NS(=O)(=O)c3ccc(Cl)c(C)c3)cc12
- TexasRed fluor: -3%
- TRb-SRC2 inh: 15%
- GAA glycogen mod: -9%[76.3 µM]

SMILES: O=C(NCCc1ccccc1)c1ccc(Nc2nc3ccccc3n3nnnc23)cc1
- TexasRed fluor: -1%
- TRb-SRC2 inh: -7%
- GAA glycogen mod: 3%[76.3 µM]

SMILES: Cc1nc2nc(SCC(=O)NCCc3ccccc3)nn2c(C)c1Cc1c(F)cccc1Cl
- TexasRed fluor: 0%
- TRb-SRC2 inh: -4%
- GAA glycogen mod: 0%[76.3 µM]
